SRC3 TRFRET art – TR-FRET detection interference compounds, artefact control for PPARgamma SRC-3 recruitment agonists, biochemical, TR-FRET ratio; TR-FRET artefact counter-screen, PPARgamma/SRC-3 format; stronger effect = higher value; TR-FRET ratio at 8 µM; hit rate 0.39% among 99,000; AID 1048, 2008; in the data active = TR-FRET ratio above about 2000; note: inactives centre near 1600
SRC1 TRFRET art – TR-FRET detection interference compounds, primary screen, artefact control for PPARgamma SRC-1 recruitment agonists, biochemical, TR-FRET emission ratio. TR-FRET detection artefact counter-screen; stronger effect = higher value. TR-FRET ratio at 8 µM. hit rate 0.34% among 99,000. AID 1051, 2008; in the data active = TR-FRET ratio above about 2300; note: inactives centre near 1800
Numbers without * were called inactive. Not all compounds are listed; rates above refer to the full screens.

Compound	SRC3 TRFRET art	SRC1 TRFRET art
CC(=O)c1cc(N2CCOCC2)ccc1[N+](=O)[O-]	1550	2012
CSc1ccccc1NC(=O)NCCCl	1608	1996
CN(c1ccccc1)c1ccc(/C=C/[N+](=O)[O-])cc1	1626	1783
Cc1nnc(-c2ccc(Oc3ccc(C)c(C)c3)c([N+](=O)[O-])c2)o1	1528	1756
C/C(CC(=O)Nc1ccc2c(c1)OCO2)=N\NC(=O)C(c1ccccc1)c1ccccc1	1573	1902
Cc1ccc(-n2c(SCC(=O)NCC3CCCO3)nc3c(c2=O)SCC3)cc1 (centres undefined)	1561	1939
CC1C(=O)Nc2ccccc2N1C(=O)c1ccccc1 (centres undefined)	1396	1664
O=C(O)c1ccc(N2C(=O)/C(=C/c3ccc(-c4ccc([N+](=O)[O-])cc4)o3)C=C2c2ccccc2)cc1	1654	1514
COc1ccc2c(c1OC)C(=O)N1c3ccccc3C(=O)N(c3ccccc3F)C21 (centres undefined)	1739	1899
O=C(/C=C/c1ccc([N+](=O)[O-])s1)N1CCCCC1	1615	2032
O=[N+]([O-])c1cccc(Nc2c3ccccc3nc3ccccc23)c1	1585	1626
Cc1ccc(Nc2nc3ccccc3nc2Nc2c(C)n(C)n(-c3ccccc3)c2=O)cc1	1701	1795
Cc1ccc(-c2nnnn2-c2ccc(C)cc2)cc1	1419	1379
NNc1nc(C(F)(F)F)nc2ccccc12	1763	1793
CS(=O)(=O)c1ccccc1-c1nc(-c2ccc([N+](=O)[O-])cc2)no1	1596	1812
CCOc1ccc(N2C(=O)C3=C(C(c4ccc(Cl)cc4)=NCCN3)C2c2cccnc2)cc1 (centres undefined)	1751	2025
O=C(N/N=C/c1ccc(Sc2nc3ccccc3[nH]2)o1)c1ccncc1	1469	1758
CCOC(=O)c1c(/N=C/N(C)C)sc(/C=N/Nc2ccccc2)c1-c1ccccc1Cl	1652	2017
Cc1cccc(NC(=O)CCC(=O)N/N=C/c2ccco2)c1	1750	1738
CCCCCCCCCCCCCCCC(=O)NCCc1c[nH]c2ccccc12	1603	1890
COc1ccc(OC)c(C2CC(=O)Nc3n[nH]c(-c4ccccc4)c32)c1 (centres undefined)	1694	1820
Cc1cccc(NS(=O)(=O)c2cc([N+](=O)[O-])ccc2C)n1	1572	1855
Cc1ccc(NCC(=O)N/N=C/c2c[nH]c3ccccc23)cc1	1514	1671
COc1cccc(CNC(=O)CCC2CCCN(C(=O)C3CCOCC3)C2)c1 (centres undefined)	1781	1605
COc1ccc(CN(CC2CCC(C(=O)O)CC2)C(=S)Nc2cc(C)ccc2C)cc1 (centres undefined)	1568	1994
COc1ccccc1C1=NOC(COC(=O)c2ccc(Br)cc2)C1 (centres undefined)	1600	1986
O=[N+]([O-])c1ccc(N2CCSCC2)cc1	1424	1632
O=C(O)CCCCOn1ccnc1	1355	1733
COc1cccc(NC(=O)CN(C)CC(=O)Nc2ccc(Br)cc2)c1	1647	1690
CC(C)CC(=O)NCCCCc1ccccc1	1610	1758
O=C(CCNc1n[nH]c(=O)[nH]c1=O)N/N=C/c1ccc(C(F)(F)F)cc1	1821	1983
COC(=O)Cn1c(=O)c(=O)n(CC(=O)OC)c2ccccc21	1430	2082
Cc1cccc(-c2nc3cc(NC(=O)C4CCCO4)ccc3o2)c1 (centres undefined)	1602	2142
Cc1cc(C(=O)COC(=O)c2ccc(Br)o2)c(C)n1Cc1ccco1	1642	2039
Cc1cc(C)nc(N=Nc2c(O)n(Cc3ccc(Cl)cc3)c3ccccc23)n1	1524	1887
Cc1ccc(NC2=C/C(=N/S(=O)(=O)c3cccs3)c3ccccc3C2=O)cc1C	1663	1951
CCN(CC)S(=O)(=O)c1ccc(-c2nnc(SCC(=O)N3c4ccccc4CC3C)n2CC)cc1 (centres undefined)	1630	1891
Cc1ccnc(NC(=O)c2ccc3c(c2)C(=O)N(CC2CCCO2)C3=O)c1 (centres undefined)	1467	1786
CN1CCN(/N=C/c2nc(-c3ccccc3Cl)n3ccccc23)CC1	1570	1794
Cc1ccccc1C(=O)c1cccn1CC(=O)NCCC1=CCCCC1	1388	2753*
CCOC(=O)C1(CCOc2ccccc2)CCN(Cc2ccc(-n3cccn3)cc2)CC1	1571	1785
CCOC(=O)C1(Cc2ccccc2C(F)(F)F)CCN(C(C)CSC)CC1 (centres undefined)	1642	1645
COCCCNC(=S)Nc1ccc(C)cc1[N+](=O)[O-]	1446	1642
O=C(c1cc(-c2ccccc2)n[nH]1)N1CCc2c([nH]c3ccccc23)C1c1ccccn1 (centres undefined)	1599	1733
CCOC(=O)C(CCCCCOc1ccccc1[N+](=O)[O-])C(=O)OCC	1655	2099
CCOc1ccccc1CN1CCN(C2CCSCC2)CC1CCO (centres undefined)	1736	1950
O=[N+]([O-])c1ccc2sc(SCc3nc4ccccn4c3Br)nc2c1	1600	1765
Cc1ccccc1-c1nnnn1C1CCS(=O)(=O)C1 (centres undefined)	1658	1516
CCOC(=O)c1csc(NC(=O)COc2ccc(Cl)cc2Cl)n1	1328	1625
O=C(Nc1nc2c(s1)CCCC2)c1cccnc1	1665	1845

Next part.
Compound	SRC3 TRFRET art	SRC1 TRFRET art
COc1cc(/C(C)=N/NC(=S)NC(C)C)cc(OC)c1OC	1573	1844
NCCOc1ccc(C23CC4CC(CC(C4)C2)C3)cc1	1774	1877
CCC(=O)NCc1ccc2[nH]c(C)cc2c1	1455	2059
COc1cccc(N2CCN(C(=O)/C=C/c3ccco3)CC2)c1	1456	1844
COc1ccc(-c2ccc(SCC(=O)Nc3cccc(C(C)=O)c3)nn2)cc1OC	1656	1882
C/C(=N\NS(=O)(=O)c1ccc(C)cc1)c1ccc(C)o1	1679	1841
COC(=O)c1ccccc1NC(=O)CN1CCCCC1	1730	2117
Cc1ccc([N+](=O)[O-])cc1NC(=O)Cc1ccc(F)cc1	1444	1591
CCCCNC(=S)NNC(=O)CCn1cc(C)cn1	1477	1865
O=C(NNC(=O)c1ccco1)c1ccccc1	1347	1780
Cc1cccc(/C=N/NC(=O)C2CCCNC2=O)c1 (centres undefined)	1422	1625
CCOC(=O)c1c(C)[nH]c(C(=O)COC(=O)COc2ccc(OC)cc2)c1C	1775	2029
O=C(Cn1c(=O)n(CCCC(=O)NC2CCCC2)c(=O)c2ccccc21)NCCC1=CCCCC1	1560	1863
C[N+]1(CCCOC(=O)C2(c3ccccc3)CCCC2)CCOCC1	1752	2116
CCO[C@H]1OC(C(=O)N2CCCCCCC2)=C[C@@H](c2ccccc2)[C@@H]1CCCO	1517	1732
O=C(c1ccc2c(c1)OCO2)C1CCCN(C(=O)NCc2ccccc2)C1 (centres undefined)	1616	1988
COCCSc1ccccc1C(=O)Nc1ccc(Br)cc1	1575	1919
COc1ccc(CC(=O)NCc2n[nH]c(=S)n2-c2cccc(C)c2)cc1	1478	1520
CN(CCCC1CCCC1)C(=O)CCc1nnc(-c2ccccc2)o1	1436	2045
COc1ccc(OCC(=O)NC(=S)NNC(=O)COc2ccc(Br)cc2Cl)cc1	1421	1450
CN1/C(=C\C(=O)COC(=O)c2ccc(O)c(O)c2)C(C)(C)c2ccccc21	1512	1783
CCOCCCNC(=O)CC1Oc2ccc(C)cc2NC1=O (centres undefined)	1468	1863
CCOc1cccc(C2c3c(oc4ccccc4c3=O)C(=O)N2c2ccccn2)c1 (centres undefined)	1604	1901
CC(C)N1C(=O)CCC1C(=O)NCc1ccco1 (centres undefined)	1421	1971
Cc1cccc(NC(=O)c2ccc3c(Cl)c4c(nc3c2)CCCC4)n1	1431	1816
Brc1csc(C=Nc2ccc3c(c2)OCCOCCOCCOCCO3)c1	1485	1684
COc1ccc(/C=C2\SC(=S)N(N3C(=O)CCC3=O)C2=O)cc1O	1625	1609
COCCOC(=O)C1=C(C)NC(C)=C(C(=O)OC(C)C)C1c1cccc([N+](=O)[O-])c1 (centres undefined)	1657	1883
Cc1cc(/C=N/n2c(COc3ccccc3)nc3ccccc3c2=O)c(O)c([N+](=O)[O-])c1	1622	1936
CN(C)S(=O)(=O)c1ccc(N=Cc2c(C(F)(F)F)[nH][nH]c2=O)cc1	1592	1707

3 compounds drawn at random from those above, as already listed:
Compound	SRC3 TRFRET art	SRC1 TRFRET art
Cc1cc(/C=N/n2c(COc3ccccc3)nc3ccccc3c2=O)c(O)c([N+](=O)[O-])c1	1622	1936
Cc1ccccc1C(=O)c1cccn1CC(=O)NCCC1=CCCCC1	1388	2753*
CC(C)CC(=O)NCCCCc1ccccc1	1610	1758

Following part
Compound	SRC3 TRFRET art	SRC1 TRFRET art
COc1cccc(CN=C2Nc3ccccc3CS2)c1	1664	1629
CN(C)CCNC(=O)CNC(=S)N(Cc1ccccc1)Cc1ccccc1F	1756	1734
COC(=O)c1ccc(/C=N/NC(=S)NCCN2CCOCC2)cc1	1467	1674
O=C(O)c1ccc(C=C(c2nc3ccccc3s2)c2nc3ccccc3s2)cc1	1468	1809
CN(C)S(=O)(=O)c1cc(C(=O)OCCn2cnc3c2c(=O)n(C)c(=O)n3C)ccc1Cl	1624	1899
CC1CCCCN1C(=S)NCc1ccccc1 (centres undefined)	1528	1825
CCCCN(CC)Cc1ccc(CNC(=O)Nc2ccc(Cl)cc2)o1	1637	1895
Cn1cc(CN2CCC(O)CC2)c(-c2ccc(Oc3ccccc3)cc2)n1	1604	1781
O=C(COc1ccc(Br)cc1Cl)Nn1cnnc1	1616	1830
CCCCCCCCCCCCC(=O)CCCCC(=O)O	1546	1767
O=C1N(Cc2cccc(Cl)c2)C[C@@H]2C[C@@H](c3ccccn3)N3CCC[C@@]123	1688	1820
CC(C)CNS(=O)(=O)c1ccc(CCC(=O)NC2CCCC2)cc1	1487	1796
CC(/C=C/c1ccccc1F)=N\NC(=O)c1cccc(F)c1	1460	1812
NC(=S)Nc1nccc(-c2cccs2)n1	1753	1538
Cc1ccc(/C=N/NC(=O)Nc2ccccc2)o1	1415	1715
CCNC(=S)NNC(=O)c1ccc(OC)cc1	1445	1888
O=[N+]([O-])c1ccc2c(c1)C(O)n1ncnc1S2 (centres undefined)	1343	1688
Cc1c(NC(=O)CN2C(=O)NC3(CCCCC3)C2=O)c(=O)n(-c2ccccc2)n1C	1593	1744
O=C(C1=C[C@@H](c2ccc3c(c2)OCO3)C[C@@H](OCCCCO)O1)N1CCN(Cc2ccc3c(c2)OCO3)CC1	1690	1640
CCNC(=O)Cn1c(=O)c(=O)n(Cc2ccccc2)c2ccc(Cl)cc21	1642	1787

Arranged by heavy-atom count (low to high): part of the list above
Compound	SRC3 TRFRET art	SRC1 TRFRET art
CC(C)CNS(=O)(=O)c1ccc(CCC(=O)NC2CCCC2)cc1	1487	1796
O=C1N(Cc2cccc(Cl)c2)C[C@@H]2C[C@@H](c3ccccn3)N3CCC[C@@]123	1688	1820
Cc1c(NC(=O)CN2C(=O)NC3(CCCCC3)C2=O)c(=O)n(-c2ccccc2)n1C	1593	1744

Single values from the entries so far:
SRC1 TRFRET art, `CS(=O)(=O)c1ccccc1-c1nc(-c2ccc([N+](=O)[O-])cc2)no1` → 1812
SRC1 TRFRET art, `C/C(CC(=O)Nc1ccc2c(c1)OCO2)=N\NC(=O)C(c1ccccc1)c1ccccc1` → 1902
SRC3 TRFRET art, `Cc1ccc(-n2c(SCC(=O)NCC3CCCO3)nc3c(c2=O)SCC3)cc1` (centres undefined) → 1561
SRC3 TRFRET art, `Cc1ccc(Nc2nc3ccccc3nc2Nc2c(C)n(C)n(-c3ccccc3)c2=O)cc1` → 1701
SRC3 TRFRET art, `O=C1N(Cc2cccc(Cl)c2)C[C@@H]2C[C@@H](c3ccccn3)N3CCC[C@@]123` → 1688
SRC1 TRFRET art, `COc1ccc(-c2ccc(SCC(=O)Nc3cccc(C(C)=O)c3)nn2)cc1OC` → 1882
SRC1 TRFRET art, `COc1ccc(/C=C2\SC(=S)N(N3C(=O)CCC3=O)C2=O)cc1O` → 1609

The list continues:
Compound	SRC3 TRFRET art	SRC1 TRFRET art
CC(C)Oc1ccc(C(=O)Nc2cccc3cccnc23)cc1	1534	1815
O=C(CCC(=O)N(CC(=O)NC1CCCC1)C1CCCCC1)Nc1ccccn1	1500	1949
CCN(CC)S(=O)(=O)c1ccc(N2CCCC2)c(NS(=O)(=O)c2ccc(OC)cc2)c1	1694	1705
Cc1ccc(OCC(=O)N2CCN(C(=O)c3ccco3)CC2)cc1	1729	1922
C#CCOCCOCCOCCNc1nc(N2CCN(C(=O)[C@H]([C@@H](C)CC)n3cc([C@@H](N)CO)nn3)CC2)nc(N2CCN(C(=O)[C@H](CCCCN)n3cc([C@@H](N)CC(C)C)nn3)CC2)n1	1561	1644
Cc1occc1-c1nnc(SCC(=O)NCCc2ccccc2)n1C(C)c1ccccc1 (centres undefined)	1456	2039
COc1ccc(/C=N/NC(=O)CC(=O)NCc2cccnc2)c(OC)c1	1446	1852
CC1CCCC(C)N1C(=S)SCC(=O)O (centres undefined)	1518	1710
Cc1nn(-c2ccccc2)c(Cl)c1C(=O)N1CCN(C)CC1	1471	1594
CCn1c(C)cc(/C=C2/NC(=O)N(Cc3ccccc3F)C2=O)c1C	1365	1803
CCOC(=O)N1CCN(Cc2nc3ccc([N+](=O)[O-])cc3c(=O)n2-c2cccc(OC)c2)CC1	1623	1795
